# High-throughput results as filed in PubChem BioAssay.
# Tau fibril ThT = inhibitors of human tau fibril formation, thioflavin T binding; P10636; recombinant tau K18 P301L (four-repeat tau fragment), heparin-induced fibrillization, ThT fluorescence; hit rate 2.1% among 270,000; Potency, µM (series often up to 57.4 µM), without a hit: at the highest dose activity, negative = inhibition, usual class: inhibitors; further: on the % scale 0 is the no-effect control and ±100 the full control effect; nearly all actives have a fitted effect of over 55% in size
# Target sequence (P10636 561-689 P618L limits assumed): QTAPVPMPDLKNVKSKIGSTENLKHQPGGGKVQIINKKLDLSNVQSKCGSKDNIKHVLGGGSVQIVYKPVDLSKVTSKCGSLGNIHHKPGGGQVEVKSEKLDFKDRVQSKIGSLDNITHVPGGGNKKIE
#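 K18 P301L tau (15 uM + 0.24 uM Alexa 594-tagged), heparin 20 uM, NaOAc pH 7, 6 h 37 C; ThT 30 uM, 1 h RT, ex 450/em 510 nm.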
# KinaseGlo FLuc = blocks Kinase-Glo luciferase, a counter-screen artifact | Q27757 | Kinase-Glo luciferase, ATP luminescence, 8 min | Potency, µM (doses to about 38.3 µM), without a hit: top-dose activity change, negative = inhibition, usual class: inhibitors | hit rate 0.28% among 200,000 | AID 1379; further: on the % scale 0 is the no-effect control and ±100 the full control effect; nearly all actives have a fitted effect of over 60% in size
#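 Compounds were added to a substrate mix at pH 7.2 (50 mM imidazole, 10 uM ATP, within the enzyme's linear range), followed by Kinase-Glo detection reagent; luminescence was measured after 8 minutes at ambient temperature.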
# LMNA splice mod = LMNA splicing modulation; HeLa LMNA splicing GFP/RFP minigene ratio, 48 h; Potency, µM (series often up to 46.1 µM), inactives show at the highest dose ratio change, negative = inhibition, hits mostly inhibitors; hit rate 0.01% among 200,000; AID 1487; active means well fitted inhibition curve with a large enough effect in the signal ratio, with a control signal flat, not every such curve was filed as active; inconclusive means small, poorly fitted or top-dose-only effect, or effect the other way, or a change in a side signal; the % refers to the signal ratio; further: on the % scale 0 is the no-effect control and ±100 the full control effect
#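 S3 HeLa cells stably expressing lamin A-EGFP splicing minigene plus DsRed2, 600 cells/well, 48 h compound exposure at 37C. Laser-scanning cytometry; analysed as GFP (500-530 nm)/RFP (575-640 nm) total intensity ratio; 0.5% DMSO vehicle.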
# RECQ1 helicase = RECQ1 (human) helicase inhibition; RECQ1 DNA unwinding, red fluorescence kinetic read; Potency, µM (titrated, usually from 57.3 µM), for inactives: top-dose activity, negative = inhibition, usual class: inhibitors; hit rate 0.54% among 240,000;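 further: plate controls were vehicle for no effect and no enzyme for full effect; nearly all actives have a fitted effect of over 30% in size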
# Target sequence (P46063 whole entry, looked up): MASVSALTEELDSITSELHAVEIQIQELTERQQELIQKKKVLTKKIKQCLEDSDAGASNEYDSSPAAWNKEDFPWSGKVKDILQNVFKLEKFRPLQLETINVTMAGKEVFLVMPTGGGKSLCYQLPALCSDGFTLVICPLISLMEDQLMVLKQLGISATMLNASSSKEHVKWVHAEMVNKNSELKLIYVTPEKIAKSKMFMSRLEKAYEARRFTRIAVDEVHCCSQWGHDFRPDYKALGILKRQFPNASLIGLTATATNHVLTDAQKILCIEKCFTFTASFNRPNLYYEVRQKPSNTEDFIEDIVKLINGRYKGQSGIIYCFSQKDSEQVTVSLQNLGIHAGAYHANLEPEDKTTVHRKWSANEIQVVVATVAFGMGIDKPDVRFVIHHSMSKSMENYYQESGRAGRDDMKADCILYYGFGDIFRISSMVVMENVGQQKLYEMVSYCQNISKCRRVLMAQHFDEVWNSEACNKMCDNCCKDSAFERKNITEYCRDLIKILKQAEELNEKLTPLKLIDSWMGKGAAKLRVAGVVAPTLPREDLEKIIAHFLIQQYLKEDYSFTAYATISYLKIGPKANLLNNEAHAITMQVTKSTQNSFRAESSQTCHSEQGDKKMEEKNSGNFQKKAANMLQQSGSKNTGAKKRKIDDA
#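 50 nM RECQ1T1 preincubated 15 min with compound in Tris pH 8.0 buffer with MgCl2, DTT, Tween-20 and 2.5 ug/ml poly(dI-dC); started with 200 nM TAMRA/BHQ-2 forked duplex and 2 mM ATP. Unwinding read as fluorescence (525/598 nm), two reads 2 h apart.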
# ALDH1A1 block = blocks purified human ALDH1A1 activity | Purified ALDH1A1, NADH fluorescence, propionaldehyde substrate | Potency, µM (doses to about 75.3 µM), without a hit: top-dose activity, negative = inhibition, usual class: inhibitors | hit rate 7.3% among 220,000 | AID 1030; active means well fitted inhibition curve with a large enough effect, not every such curve was filed as active; inconclusive means small, poorly fitted or top-dose-only effect, or another doubt; inactive means no such curve, though single readings can be large or run the other way;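 further: plate controls were no enzyme wells and a reference inhibitor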
# SMN2 splice enh = enhancers of SMN2 splice variant expression; HEK293 SMN2-luciferase splicing reporter, luminescence, 30-36 h; Potency, µM (series often up to 46.1 µM), inactives show top-dose activity change, positive = activation, actives largely listed as activators; hit rate 2.8% among 210,000; AID 1458; further: % of control where 0% means no effect; nearly all actives have a fitted effect of over 55% in size
#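 HEK293 cells carry an SMN2 […]–luciferase reporter in which exon 7 inclusion puts luciferase in frame. Cells were plated 10-12 h before compound addition, then incubated 30-36 h at 37C. ONE-Glo luminescence was read; sodium butyrate at 4.5 mM final served as control.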
# KDM4E inh = inhibitors of human JMJD2E histone demethylase | Potency, µM (series often up to 57.1 µM), for the others: at the highest dose activity change, negative = inhibition, usual class: inhibitors | B2RXH2 | JMJD2E catalytic domain, FDH-coupled NADH fluorescence (FDH is formaldehyde dehydrogenase) | AID 2147 | hit rate 1.6% among 230,000; active means well fitted inhibition curve with a large enough effect, not every such curve was filed as active; inconclusive means small, poorly fitted or top-dose-only effect, or another doubt; inactive means no such curve, though single readings can be large or run the other way;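 further: 0% = wells with enzyme and -100% = buffer wells without enzyme; nearly all actives have a fitted effect of over 50% in size; many of its hits are not listed in these tables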
# L3MBTL1 block = inhibitors of human L3MBTL1 | Q9Y468 | AlphaScreen L3MBTL1–H3K9me1 peptide binding | Potency, µM (titrated, usually from 57.1 µM), without a hit: top-dose activity, negative = inhibition, most hits filed as inhibitors | hit rate 0.66% among 230,000 | AID 485360; further: on the % scale 0 is the no-effect control and ±100 the full control effect; nearly all actives have a fitted effect of over 60% in size
#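 AlphaScreen assay: L3MBTL1 (50 nM final) was preincubated 30 min at room temperature with biotinylated H3(1-15)K9me1 peptide (75 nM final), then 30 min with library compounds; streptavidin donor and nickel chelate acceptor beads (10 ug/mL final) added, 30 min dark.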
# Starred values were filed as active, the others as inactive; i = inactive; ? = inconclusive; nt = no result given; & = joins results of further samples; [ ] = another dose, or the depositor's remark. Unless noted, the call rests on the fitted dose curve; in most records, active means well fitted curve in the direction sought with a large enough effect; inconclusive means small, poorly fitted or top-dose-only effect, or another doubt; inactive means no such curve, though single readings can be large; an effect the other way counts as inactive or inconclusive. Potency means the concentration at half of the fitted maximal effect. Some of the compounds tested; the hit share may differ from the screen's.
SMILES,Tau fibril ThT,KinaseGlo FLuc,LMNA splice mod,RECQ1 helicase,ALDH1A1 block,SMN2 splice enh,KDM4E inh,L3MBTL1 block
NC(=O)COc1ccc(/C=N/NC(=O)C2CCCN2S(=O)(=O)c2ccc(Cl)cc2)cc1 (stereo unspecified),-5.1%,0.2%,1.8%,-12.1%,3.8%,13.2%,-9.0%,nt
Cc1ccc(C(=O)COC(=O)c2cnccn2)cc1C,-4.3%,-1.9%,nt,8.1%,-5.1%,6.4%,-6.7%,-23.7%
Clc1cccc(C2CCN(Cc3nc(COc4ccccc4)no3)C2)c1 (stereo unspecified),-17.8%,nt,nt,-3.1%,?,nt,4.4%,16.9%
CSc1nc(-c2ccco2)nn1S(C)(=O)=O,-4.8%,2.9%,2.1%,-1.4%,?,12.5%,10.9%,nt
Cc1ccc(Cc2c[nH]c(=S)s2)cc1,-8.6%,-1.1%,nt,-16.9%,8.91µM*,-10.8%,-6.5%,nt
O=C(N/N=C/c1cc2c(cc1Br)OCO2)c1cccnc1,-6.4%,-3.0%,13.2%[46 µM],-9.8%,-3.1%,?,-3.4%,nt
Cc1cccc(-n2c(O)c(C=NC3CCS(=O)(=O)C3)c3ccccc3c2=O)c1 (stereo unspecified),8.4%,2.6%,-8.5%,-6.6%,15.8µM*,8.6%,-3.5%,-10.7%
CCn1ncc(C2=NOC(C(=O)Nc3ccc(C)cc3)C2)c1C (stereo unspecified),-23.5%,-2.0%,?,-5.7%,8.8%,-42.9%[inhibitor],4.9%,nt
CCOC(=O)N1CCC(n2c(SCC(=O)NCCC3=CCCCC3)nc3ccccc3c2=O)CC1,?,-1.8%,?,-4.2%,12.6µM*,-50.3%[inhibitor],1.6%,-0.3%
CCOC(=O)c1c(-c2cccs2)csc1NC(=O)c1ccncc1,-9.6%,-4.1%,7.8%,-14.4%,?,-11.1%,-17.0%,2.2%
Cc1cccc(C(=O)OCc2cncs2)c1,1.3%,-2.0%,nt,i,0.7%,14.7%,1.0%,1.4%
CCC(Sc1ccc2nnc(CCNS(=O)(=O)c3ccc(OC)cc3)n2n1)C(=O)OC (stereo unspecified),0.5%&2.1%,-1.2%,14.8%[46 µM],-7.0%,?,5.1%,-6.9%,nt
CCCN(CCC(=O)Nc1cc(OC)cc(OC)c1)CC1CC1,-11.3%,11.3%,8.3%,-14.9%,5.8%,-6.2%,?,2.0%
Cc1c(Nc2nc3ccccc3nc2NS(=O)(=O)c2cccs2)c(=O)n(-c2ccccc2)n1C,1.3%,1.1%,?,-1.5%,-5.1%,-6.2%,-3.9%,nt
O=C(O)c1ccccc1C(=O)c1ccc(Cl)cc1,-9.1%,nt,nt,-0.3%,5.9%,nt,-2.4%,2.8%
CS(=O)(=O)Nc1ccc(C2=NN(S(=O)(=O)c3ccc(F)cc3)C(c3ccco3)C2)cc1 (stereo unspecified),-12.1%,0.6%,0.8%[46 µM],-3.3%,?,-39.1%[inhibitor],2.6%,nt
COc1cc(CNc2nc(C)c([N+](=O)[O-])c(C)c2C#N)cc(OC)c1OC,-15.5%,-4.1%,?,-4.9%,-9.3%,-57.6%[inhibitor],7.9%,2.8%
CSc1nccc(-c2cc(Cl)sc2Cl)n1,-18.6%,0.9%,?,-2.7%,-3.1%,-20.2%,0.1%,13.1%
CC(=O)c1sc(NC(=O)C(C)(C)C)nc1C,-6.0%,-1.4%,-4.0%,-6.9%,5.5%,-7.7%,-2.2%,1.5%
CC(Oc1ccc(Cl)cc1)C(=O)Nc1nccs1 (stereo unspecified),-6.0%,-1.5%,?,i,5.8%,2.7%,-3.1%,6.3%
Cc1ccccc1Nc1nnc(SCC(=O)Nc2ncc(C(F)(F)F)cc2Cl)s1,-5.5%,-4.4%,5.4%,-1.0%,4.1%,3.9%,6.8%,7.1%
CCCCNC(=O)Nc1ccnn1C1CCCCC1,15.1%,-0.6%,3.3%,-13.4%,-1.9%,14.2%,1.5%,-3.6%
c1ccc(CSc2nnc(-c3ccccn3)n2-c2ccccc2)cc1,-11.8%,-4.4%,6.9%,-4.6%,3.0%,14.3%,-7.3%,nt
NCCCCNS(=O)(=O)c1ccc2c(Cl)cccc2c1,-6.6%,4.3%,nt,-6.6%,-10.1%,nt,2.4%,nt
CCCNC(=O)c1c(NC(=O)C2COc3ccccc3O2)sc2c1CCCC2 (stereo unspecified),0.3%,0.6%,-2.5%,-2.2%,5.4%,-9.8%,1.6%,9.3%
# The list goes on:
SMILES,Tau fibril ThT,KinaseGlo FLuc,LMNA splice mod,RECQ1 helicase,ALDH1A1 block,SMN2 splice enh,KDM4E inh,L3MBTL1 block
CCOc1cccc(C(=O)NC(c2ccccc2)C(C)C)c1 (stereo unspecified),0.7%,-2.9%,nt,15.4%,?,3.6%,-5.0%,6.0%
COc1ccc(OC)c(/C=C/C(=O)c2ccc(Cl)cc2)c1,?,-0.8%,?,-29.6%,-4.1%,-32.3%[inhibitor],?,38.2%[activator]
COc1ccccc1Nc1nc(-c2sc(NC(=O)c3ccco3)nc2C)cs1,3.55µM*,-6.3%,?,-8.3%,?,-41.0%[inhibitor],-10.9%,-1.0%
CC1(O)CC(c2ccc(Cl)cc2)=NN1C(=O)c1ccc([N+](=O)[O-])cc1 (stereo unspecified),11.3%,?,nt,2.3%,-0.2%,nt,-3.2%,?
Clc1ccc(/C=C\c2nccc3c2[nH]c2ccccc23)cc1,?,-1.5%,?,i,?,10.4%,?,nt
Cc1ccnc(Sc2nc3c(c(=O)[nH]c(=O)n3C)n2CCCc2ccccc2)n1,-1.1%,13.8%,9.1%,i,-5.2%,-11.1%,5.4%,-3.6%
COc1ccccc1C(=O)Nc1ccc(Br)cc1C,?,-0.3%,19.0%[46 µM],-8.1%,-14.2%,nt,-20.3%,27.2%
CN(C)c1ccc(C(=O)OCC(=O)NCCC2=CCCCC2)cc1,?,2.6%,-3.3%[46 µM],-17.5%,35.5µM*,-1.8%,?,-6.5%
CN(C)S(=O)(=O)Oc1cccc(C(=O)Nc2cccc(Cl)c2)c1,-7.1%,0.5%,-21.1%,-7.0%,0.794µM*,?,1.1%,3.1%
CC(=O)NC(c1ccc(C)cc1)c1cc([N+](=O)[O-])c2cccnc2c1O (stereo unspecified),?,-1.9%,?,i,0.8%,nt,?,5.01µM*
COC(=O)c1ccc(N=NN2CCCCCC2)cc1,?,-0.8%,-1.4%,-0.8%,4.4%,12.6µM*,-12.1%,4.8%
Cc1sc(NC(=O)CN(Cc2ccc(F)cc2)C(=O)C(C)(C)C)c(C(N)=O)c1C,0.7%,2.3%,?,-0.8%,7.1%,-16.2%,27.2%,6.3%
O=C(Cn1c(=O)sc2ccccc21)Nc1ccccc1C(=O)O,-12.2%,3.0%,-16.9%,i,12.1%,8.5%,-20.2%,1.3%
Cc1ccc(S(=O)(=O)NN2Cc3ccccc3C2=N)cc1,3.0%,1.0%,-2.9%[46 µM],-2.7%,?,3.0%,-7.7%,7.8%
S=c1[nH]nc(C2CCCCC2)o1,4.7%,-1.1%,?,-12.0%,?,4.1%,-1.5%,-9.4%
COc1cc(C=O)ccc1OC(=O)c1ccc(C(C)C)cc1,10.3%,4.5%,nt,i,16.3%,-7.0%,1.0%,20.7%
CC(C)(C)c1ccc(S(=O)(=O)N2C=CC(C(F)(F)F)=NCC2)cc1,-4.5%,16.2%,1.1%,-7.3%,?,-15.9%,0.0%,nt
Cc1cccn2c1nc(=S)n2C(=O)c1ccco1,?,?,-8.2%,-4.0%,-10.1%,?,-8.7%,6.6%
COc1ccc(S(=O)(=O)Nc2ccc(N3CCOCC3)cc2)cc1[N+](=O)[O-],-15.5%,-3.3%,nt,i,12.6µM*,-13.2%,0.3%,-5.0%
O=C(/C=C/c1ccc(Cl)cc1)Nc1ccc(CN2CCOCC2)cc1,11.5%,0.5%,?,-2.9%,2.6%,-74.5%[inhibitor],11.3%,-7.4%
CC(C)(C)Nc1oc(-c2ccccc2)nc1-c1ccccc1F,-12.5%,0.5%,nt,-4.7%,-4.6%,2.5%,3.3%,nt
COc1ccc(-n2ccnc2)cc1,-3.1%,0.0%,?,15.8%,1.8%,7.1%,11.8%,-3.8%
Nn1cnnc1N/N=C\c1ccc(-c2ccccc2[N+](=O)[O-])o1,7.94µM*,-0.8%,?,4.47µM*,25.1µM*,1.0%,4.47µM*,-13.3%

# Compounds listed so far containing a COOH group (two):
SMILES,Tau fibril ThT,KinaseGlo FLuc,LMNA splice mod,RECQ1 helicase,ALDH1A1 block,SMN2 splice enh,KDM4E inh,L3MBTL1 block
O=C(O)c1ccccc1C(=O)c1ccc(Cl)cc1,-9.1%,nt,nt,-0.3%,5.9%,nt,-2.4%,2.8%
O=C(Cn1c(=O)sc2ccccc21)Nc1ccccc1C(=O)O,-12.2%,3.0%,-16.9%,i,12.1%,8.5%,-20.2%,1.3%

# Only KinaseGlo FLuc, for some of the entries so far:
Molecule	KinaseGlo FLuc
COc1cc(C=O)ccc1OC(=O)c1ccc(C(C)C)cc1	4.5%
CC(C)(C)c1ccc(S(=O)(=O)N2C=CC(C(F)(F)F)=NCC2)cc1	16.2%
CN(C)c1ccc(C(=O)OCC(=O)NCCC2=CCCCC2)cc1	2.6%
Cc1sc(NC(=O)CN(Cc2ccc(F)cc2)C(=O)C(C)(C)C)c(C(N)=O)c1C	2.3%
